GSK3 alpha inh: blockers of GSK3A enzyme activity – biochemical, luminescence, cell-free homogeneous, HTS, primary screen; Glycogen synthase kinase-3 alpha (Homo sapiens), P49840; AID 2650, 2010; GSK-3 alpha kinase, ADP-Glo luminescence, 60 min; actives 0.1% (n = 320,000); inhibition, % at 10 µM;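 in the data active = inhibition above about 50%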;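 note: GST-tagged GSK-3 alpha with peptide substrate and 25 µM ATP; 0% = DMSO neutral wells and 100% = GW8510 positive control wells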
Target sequence (P49840 whole entry, looked up): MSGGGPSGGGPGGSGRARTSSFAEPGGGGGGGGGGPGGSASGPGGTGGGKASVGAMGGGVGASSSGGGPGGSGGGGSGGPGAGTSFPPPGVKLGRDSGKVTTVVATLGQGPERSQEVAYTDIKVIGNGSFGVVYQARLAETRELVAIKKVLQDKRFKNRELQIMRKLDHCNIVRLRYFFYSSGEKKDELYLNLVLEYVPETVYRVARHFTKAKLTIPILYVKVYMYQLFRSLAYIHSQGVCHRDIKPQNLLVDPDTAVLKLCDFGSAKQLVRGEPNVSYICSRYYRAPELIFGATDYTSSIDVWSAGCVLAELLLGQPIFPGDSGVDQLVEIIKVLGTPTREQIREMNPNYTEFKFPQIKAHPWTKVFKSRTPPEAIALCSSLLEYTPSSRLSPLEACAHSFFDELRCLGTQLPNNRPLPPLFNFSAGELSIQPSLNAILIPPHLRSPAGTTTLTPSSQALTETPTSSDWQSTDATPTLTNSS
HSF1 activator: HSF-1 activators, primary screen, NIH3T3-HGL cells, MG132 stress, luminescence, single point. NIH3T3-HGL HSF-1 luciferase reporter, 8 h; 100% = twice DMSO control signal. activation, % at 9 µM. actives 1.7% (n = 300,000);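 active = mean replicate activation of at least 50% with a set share of replicates each reaching 50%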;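 note: 0% = median of the neutral control wells and 100% = twice that signal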
HSP90 refold inh: HSP90 inhibitors, primary screen, cell lysate, luminescence; Rabbit reticulocyte lysate, luciferase refolding luminescence, 3 h; inhibition, % at 5.6 µM; actives 0.91% (n = 290,000); AID 1789, 2009;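 active = inhibition above the screen-wide mean plus 3 SD, computed separately per campaign, cut at about 16% in these data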;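 note: 0% = DMSO wells and 100% = 60 µM geldanamycin wells; inhibitors lower the luminescence because luciferase stays unfolded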
AI-2 QS mod: Vibrio harveyi AI-2 quorum sensing modulators, primary screen, JMH597 strain, luminescence/OD600 ratio | Vibrio harveyi JMH597 AI-2 luminescence/OD600 ratio, 9 h; hits give low values; strain lacks LuxN and CqsS sensors; 0 = neutral-control median | activity change, % at 7.5 µM | actives 0.4% (n = 300,000) | AID 2094, 2009; in the data active = activity change below about -75%, passing the limit was not always enough;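 note: luminescence divided by OD600 gain over 9 h not by final OD600 alone; inactives centre near 13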
KLF5 inh: KLF5 expression inhibitors, primary screen, DLD-1 cells, luminescence; DLD-1 KLF5 promoter-luciferase reporter; inhibition, % at 5 µM; actives 0.23% (n = 290,000); AID 1700, 2009;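 active = inhibition above a per-plate limit of that plate's mean compound inhibition plus 3 SD, cut at about 60% in these data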;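 note: 0% = DMSO wells and 100% = LY294002 at 200 µM; higher means less KLF5 promoter-driven luciferase light; inactives centre near -14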
HIF activator: HIF pathway transcriptional activators, primary screen, cell-based, U2OS HRE-luciferase, luminescence; U2OS HRE-luciferase reporter; normalized: DMSO 0%, desferrioxamine 100%; activation, % at 7.5 µM (by protocol); actives 0.32% (n = 300,000);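 active = mean activation of at least 10% of the iron chelator positive control signal, with at least half of replicates also reaching 10%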
aSyn UTR inh: MLPCN primary screen, SNCA 5' untranslated region; alpha-synuclein 5'UTR reporter, inhibitor activity; inhibition, % (tested at 7.5 µM); actives 0.82% (n = 300,000); in the data active = inhibition above about 60%;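 note: H4 neuroglioblastoma cells stably carrying SNCA 5'UTR luciferase fusion; 0% = DMSO wells and 100% = positive control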
IEC-6 tox: cytotoxicity in IEC-6 intestinal epithelial cells, primary screen, cytotoxicity control for KLF5 inhibitor project, cell-based, luminescence | IEC-6 cytotoxicity, luminescence viability | inhibition, % at 5 µM | actives 0.78% (n = 290,000) | AID 1825, 2009; in the data active = inhibition above about 22%;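 note: 0% = plate median of test compound wells and 100% = cytotoxic reference compound wells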
HSF1 inhib: HSF1 inhibitors in luciferase reporter cells, primary screen, cell-based, NIH3T3, luminescence. NIH3T3-HGL HSE-luciferase, MG132-induced, luminescence 8 h; hits give low values. activity change, negative = inhibition, % at 7.5 µM (by protocol). actives 0.77% (n = 300,000). AID 2098, 2009;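 active = more than half of replicate wells show activity change below -50%, luminescence cut by over half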;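 note: luciferase reports HSF-1 transcriptional activity via heat shock element; 0% = median of DMSO wells and -100% = zero luminescence signal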
GSK3beta inhib: human GSK3beta kinase inhibitors, primary screen, biochemical, cell-free homogeneous, HTS; Glycogen synthase kinase-3 beta (Homo sapiens), P49841; GST-GSK3beta kinase, ADP-Glo luminescence, 60 min; hits give low values; activity score (negative = inhibition), % at 10 µM; actives 0.038% (n = 300,000);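 active = more than half of replicate wells score below -50%, meaning over 50% inhibition versus plate controls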;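 note: 0% = median DMSO wells and -100% = median GW8510 positive control wells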
Target sequence (P49841 whole entry, looked up): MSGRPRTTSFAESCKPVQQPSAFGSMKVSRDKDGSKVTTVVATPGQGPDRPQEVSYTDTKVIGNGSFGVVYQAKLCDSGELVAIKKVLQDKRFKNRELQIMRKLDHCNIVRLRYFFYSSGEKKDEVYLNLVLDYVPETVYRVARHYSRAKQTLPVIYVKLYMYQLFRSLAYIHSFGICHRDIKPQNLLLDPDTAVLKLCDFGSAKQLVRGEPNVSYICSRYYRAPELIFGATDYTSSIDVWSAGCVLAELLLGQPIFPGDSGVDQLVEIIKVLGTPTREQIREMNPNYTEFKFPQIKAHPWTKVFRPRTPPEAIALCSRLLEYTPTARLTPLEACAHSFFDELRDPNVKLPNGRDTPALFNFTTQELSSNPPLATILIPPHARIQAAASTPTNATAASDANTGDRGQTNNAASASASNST
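Test system: GST-fused GSK3beta enzyme, cell-free | Quantity: 1.6 ng GST-GSK3beta enzyme per well | Reagent: 25 µM ATP with peptide substrate | Schedule: 60 min enzyme reaction, room temperature | Signal: Luminescent ADP-Glo measurement of ADP formed | Read-out basis: Score relative to plate controls | Control set: DMSO and 20 µM GW8510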
* marks the source's active call; other numbers are inactive results; nt = not tested or not shown. No enrichment for hits. Share with any hit: about 4.7%.

SMILES | GSK3 alpha inh | HSF1 activator | HSP90 refold inh | AI-2 QS mod | KLF5 inh | HIF activator | aSyn UTR inh | IEC-6 tox | HSF1 inhib | GSK3beta inhib
O=C(O)CSc1nnc(-c2ccncc2)n1CCc1ccccc1 | -0.2 | 4.0 | -0.6 | 10.7 | -14.0 | 0.0 | -18.7 | 0.4 | -4.2 | -0.3
Cc1nnsc1NC(=O)OCC(C)(C)C | -1.6 | -12.7 | -1.8 | 29.6 | -5.4 | -0.4 | -6.1 | -5.9 | 5.4 | 0.6
O=C(O)c1cc(S(=O)(=O)NCCN2CCNC2=O)ccc1O | -1.3 | 1.6 | -4.4 | -3.5 | -6.8 | -0.4 | -5.4 | 0.3 | -8.2 | -2.3
Cc1ccc(NC(=O)CSc2nc(N)cc(=O)[nH]2)cc1S(=O)(=O)N1CCOCC1 | 0.8 | 10.2 | -0.4 | 5.3 | -12.0 | -0.4 | -8.0 | -1.6 | -0.7 | 1.9
CCCCOc1ccc(-c2nnc(-c3ccncc3)o2)cc1 | -3.1 | 26.0 | -4.0 | 12.2 | -27.2 | 3.3 | -124.1 | 1.7 | 13.2 | -1.4
CN(Cc1nc(-c2ccncc2)no1)S(=O)(=O)c1ccc(Br)cc1 | 16.8 | -5.5 | 2.1 | 12.7 | -11.6 | 0.1 | 2.0 | 10.4 | 5.0 | -4.5
Cc1ccc(C)n1/N=C1/NC(=O)CS1 | -1.8 | 11.7 | -3.2 | 14.5 | 13.1 | -0.1 | -1.3 | -12.7 | 0.7 | 4.7
O=C(CC1C(=O)NCCN1Cc1ccccc1C(F)(F)F)NC1CCCCC1 (stereo unspecified) | -1.6 | 17.9 | -0.3 | 18.4 | 2.8 | 0.0 | -10.5 | 4.6 | 1.6 | 2.7
COc1ccccc1N1Cc2ccc(OC)c(OC)c2C1=O | 0.0 | -1.4 | -2.9 | 9.0 | -21.5 | -1.2 | -8.3 | -5.6 | 1.0 | -0.8
CCn1c(N)c(C(=O)NCCOC)sc1=S | nt | -6.7 | 1.2 | 26.4 | -21.6 | -0.3 | -10.8 | 2.1 | -4.9 | 3.1
O=C(NCCCN1CCOCC1)c1cc(-c2ccc(Cl)cc2)on1 | -2.3 | -36.8 | -2.7 | 22.9 | -20.3 | -0.1 | 28.5 | 3.2 | -34.6 | -5.5
Nc1nc(SCc2nc(-c3ccccc3)no2)[nH]c(=O)c1-c1ccccc1 | -5.7 | 8.2 | -2.4 | 13.9 | -9.4 | 0.2 | 9.9 | -2.6 | -0.5 | 0.6
CC(=O)c1ccc(S(=O)(=O)N2CCN(C(=O)CSc3ccc(C)c(C)c3)CC2)cc1 | 0.0 | 23.6 | 0.7 | 27.6 | 12.0 | -0.3 | 1.9 | -5.6 | 7.7 | -0.4
N#Cc1cc([N+](=O)[O-])ccc1N1CCN(c2ccccc2O)CC1 | -0.5 | 9.8 | -1.1 | 16.9 | -49.6 | 0.6 | -37.5 | -0.2 | 6.9 | 3.7
CCn1c(=O)cc(SCC(=O)NCc2cccnc2)c2ccccc21 | 0.0 | -5.0 | -0.1 | 23.6 | -20.3 | -0.5 | -12.6 | -2.4 | -2.8 | -7.3
CC(=O)Nc1ccc(CN(C)CC2CCCN(CCc3cccc(C(F)(F)F)c3)C2)cc1 (stereo unspecified) | -3.3 | -5.1 | -1.2 | 9.4 | -10.7 | -0.3 | -32.5 | -2.6 | -0.5 | 1.7
Cc1cccc(C)c1NC(=O)c1cnccn1 | -0.8 | -5.1 | 1.5 | 4.2 | -28.7 | 0.3 | -10.2 | -3.9 | 1.0 | -4.0
CCCNC(=O)c1cc(S(=O)(=O)N2CCCCC2)c[nH]1 | -1.9 | -9.3 | -4.2 | 6.5 | -33.4 | 0.0 | 7.1 | 0.8 | -2.8 | 3.8
O=C(c1ccccc1)C(Cn1cncn1)C(Sc1ccccc1)c1ccccc1 (stereo unspecified) | 3.6 | -3.3 | -0.8 | 13.8 | -0.6 | -0.2 | -5.3 | -4.6 | 11.5 | -4.4
COC(=O)c1cccc(NC(=O)/C=C/c2ccc([N+](=O)[O-])cc2)c1 | -2.0 | 28.6 | -3.0 | -6.8 | -15.5 | 0.3 | 31.6 | 0.5 | 16.7 | 3.0
CCOC(=O)c1cccc(NC(=O)CSc2nnc(C3CCCCC3)n2C)c1 | 1.0 | 21.6 | 1.1 | 11.2 | -31.1 | -0.7 | 5.8 | 1.3 | 1.2 | -3.0
S=c1nc(Cc2ccccc2)[nH]c2ccccc12 | 0.8 | -4.6 | -3.6 | -26.5 | -23.9 | 1.5 | 8.8 | -4.4 | 4.6 | 2.9
CC(C)Cn1c(SCC(=O)N2CCCc3ccccc32)nc2ccccc2c1=O | 0.8 | -11.9 | 1.6 | 13.3 | -31.9 | -0.4 | 17.8 | 3.2 | 12.2 | 2.2
CC(=O)c1c(O)cc(=O)n(-c2ccccc2)c1-c1ccc(C)cc1 | -1.0 | 6.1 | -5.6 | 9.9 | -44.7 | 0.0 | 5.6 | -3.4 | -6.1 | -6.8
CNC(=O)COC(=O)c1cc(-c2ccccc2)nn1-c1ccccc1 | 1.0 | 7.5 | 0.6 | 0.3 | -38.3 | 0.1 | -10.4 | 5.3 | -6.9 | -0.4

The list continues:
SMILES | GSK3 alpha inh | HSF1 activator | HSP90 refold inh | AI-2 QS mod | KLF5 inh | HIF activator | aSyn UTR inh | IEC-6 tox | HSF1 inhib | GSK3beta inhib
CCc1ccccc1NC(=O)C1COc2ccccc2O1 (stereo unspecified) | 3.6 | -3.0 | 1.7 | -13.0 | -1.0 | 0.1 | -5.9 | 2.8 | -2.5 | -0.5
CCCCn1c(O)c(/C=C2\C=Nc3ccccc32)c(=O)[nH]c1=O | -2.3 | -10.1 | -0.9 | 11.1 | -32.5 | 2.1 | 2.6 | 4.8 | 5.2 | 2.7
O=C(C1CCN(c2nc3nonc3nc2N2CCCCC2)CC1)N1CCOCC1 | 0.2 | 10.0 | 0.9 | 15.6 | 3.3 | 0.1 | 2.2 | -1.3 | 1.3 | 0.2
CCCCCCCC(=O)Nc1cc(C(=O)NCc2ccc(C)cc2)ccc1N1CCC2(CC1)CC(c1ccccc1)=NO2 | -1.5 | 7.4 | -0.5 | -9.1 | 13.4 | -0.8 | 28.0 | -3.0 | -0.8 | -1.2
Cn1cc(C(=O)NCc2ccc(F)cc2)c(=O)c2cc(S(=O)(=O)N3CCCCC3)ccc21 | nt | 21.9 | 5.7 | 22.5 | 1.4 | -23.5 | 1.6 | -1.0 | 7.2 | -0.5
CCn1nc(C)c(Br)c1-c1nc(-c2cccc(C)c2)no1 | -2.6 | -3.7 | 0.9 | 16.9 | -28.1 | 0.2 | 6.9 | -4.9 | -0.6 | -2.0
CCc1ccc(/C=C(/C#N)C(N)=S)s1 | -0.1 | 29.3 | 5.5 | 22.7 | 6.1 | 0.0 | -3.7 | 5.3 | 24.7 | 1.8
O=C(Nc1ccc(F)cc1)c1ccc(CSc2ccccc2)o1 | 0.4 | 17.9 | 0.2 | 11.9 | -33.8 | 0.5 | -38.5 | -1.6 | 10.4 | -0.3
CCOCCCNCc1ccc(OC)c(OC)c1 | 1.0 | -1.6 | -2.0 | 15.7 | 3.5 | 0.6 | 1.4 | -1.0 | -2.7 | 1.0
CS(=O)(=O)c1nc(S(=O)(=O)c2ccc(Cl)cc2)c(N2CCC(O)CC2)s1 | -0.6 | 9.7 | 6.8 | -1.0 | -29.0 | 0.1 | 0.8 | -4.5 | 7.2 | 0.0
COc1ccc(NC(=O)COC(=O)C2CCN(S(=O)(=O)c3ccccc3)CC2)cc1Cl | -2.6 | 3.4 | nt | 9.8 | nt | 0.4 | -10.9 | nt | -5.0 | -2.0
O=C(Nc1ccnc(-c2ccncc2)n1)c1ccccc1Cl | -1.5 | 2.2 | 0.6 | 10.2 | 27.1 | -1.0 | -4.0 | 6.2 | 0.5 | -0.6
Cc1c(C#N)c2ccccc2n1CC(=O)NCc1ccccc1 | 1.1 | 38.7 | 4.0 | -0.3 | -8.0 | 0.0 | 15.4 | 9.3 | 1.2 | 3.9
CC(C)C(C(=O)Nc1nccs1)c1ccccc1 (stereo unspecified) | -0.1 | 33.0 | 5.5 | 4.6 | -44.0 | -0.1 | 8.0 | -1.7 | 0.5 | -5.7
Cc1ccccc1CN1[C@@H](Cc2ccccc2)COCCS1(=O)=O | 1.5 | 7.9 | nt | 16.5 | nt | -0.2 | -2.1 | nt | -5.6 | 4.0
Cc1onc(-c2c(Cl)cccc2Cl)c1C(=O)N/N=C(\N)COc1ccc(Cl)cc1 | 0.0 | 9.2 | 0.1 | 10.5 | -12.3 | 3.7 | 89.3* | 1.5 | -0.4 | 3.3
O=C(NCc1ccco1)C1CCCN(S(=O)(=O)c2ccc(Br)cc2)C1 (stereo unspecified) | -2.4 | 8.9 | 2.2 | 5.8 | 12.0 | -0.2 | 7.7 | 1.9 | -4.6 | 3.6
O=C(CNC(=S)N(CCCN1CCOCC1)Cc1cccs1)N1CCCC1 | -2.6 | -6.7 | 1.3 | 8.7 | -10.2 | 1.1 | -5.4 | -1.5 | 2.6 | 1.2
CCOC(=O)CSc1nc2c(c(=O)[nH]c(=O)n2C)n1C/C=C(/C)Cl | -3.5 | 3.6 | -4.2 | 16.1 | -23.6 | -0.2 | 4.1 | -5.3 | 0.9 | 4.6
COc1ccc(N2CC(O)=C(c3nc(C)cs3)C2=N)cc1 | 2.0 | -3.8 | -4.0 | 18.4 | -22.3 | 0.4 | -59.8 | 2.3 | -5.7 | -0.1
CC/C(=N\NC(=O)CSc1ncccn1)c1ccc2c(c1)OCCO2 | 0.8 | 0.6 | 2.5 | 18.3 | -23.9 | 0.2 | -0.2 | -5.9 | 0.4 | -20.8
COc1ccc(NC(=O)c2cc3ccccc3cc2OC)cc1 | -5.2 | 35.7 | -1.1 | -1.3 | -20.8 | 3.4 | -167.6 | 9.8 | 17.3 | 3.1
Cc1cc(C(=O)NNc2ccc(F)cc2F)no1 | 0.8 | 11.9 | -1.7 | 12.4 | 21.3 | 0.2 | -2.1 | 32.0* | 0.6 | 0.8
CCOc1ccc(C(=O)NCC(=O)OCc2cc([N+](=O)[O-])cc3c2OCOC3)cc1OCC | -0.3 | -10.3 | 3.0 | 0.3 | 4.8 | 0.1 | 8.7 | 3.2 | -3.9 | -0.2

Compound activity as filed in PubChem BioAssay.
